RSV CPE inhibition – RSV antiviral activity via CPE protection, HEp-2 cells, primary 10 µM value included (AID 2391) | HEp-2 cells, RSV-induced CPE inhibition; higher % means a stronger effect | CPE inhibition, % at 10 µM, or IC50 in µM where a hit was titrated | hit rate 0.13% among 310,000; in the data active means a potency from the dose series; inconclusive means CPE inhibition mostly from about 23% at the one dose, without a potency; inactive means the rest, 99 in 100 with CPE inhibition below about 21%; further: strong numbers were not always called active
UTI89 phage lysis – inhibition of K1F phage lysis, E. coli UTI89, bacterial capsule biogenesis inhibitors, alamar blue (AID 488966). one-dose inhibition, % at 100 µM; IC50 in µM for titrated hits. hit rate 0.02% among 340,000. E. coli UTI89 K1F phage lysis, alamar blue, 2 h; higher % means a stronger effect;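 active means phage lysis inhibition, versus mean bacterial control, above a set limit; inconclusive means no clear call, values can overlap the other calls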;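 further: capsule biogenesis inhibitors block K1F phage lysis so surviving cells raise fluorescence; higher fluorescence means more inhibition of phage lysis; actives were called in the ten point dose series up to 300 µM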
MgcRacGAP inhibition – MgcRacGAP GTPase-activating activity inhibitors, confirmation, biochemical, ADP Hunter fluorescence. MgcRacGAP-stimulated Rac1 GTP hydrolysis, ADP Hunter fluorescence; higher % means a stronger effect; GST-tagged Rac1 F28L mutant substrate. inhibition, % at 30 µM; hits with a dose series show IC50 in µM. hit rate 0.6% among 340,000. AID 624330;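 active means first-screen hits whose inhibition reached a set limit at any dose in the follow-up dose series; inconclusive means inhibition above the set first-screen limit but never retested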;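 further: fluorescence reports GDP produced by GAP-driven GTP hydrolysis; strong numbers were not always called active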
AID2073 – disruptors of CaV2.2 binding to Mint1 – biochemical, HTRF (AID 2073). HTRF protein-protein interaction, Mint1-CaV2.2; higher % means a stronger effect. inhibition, % at 20 µM; hits with a dose series show IC50 in µM. hit rate 0.19% among 290,000; in the data active means inhibition mostly above about 51%, no sharp cut-off; inconclusive means no clear call, values can overlap the other calls; inactive means mostly below about 53%; further: some results filed as inactive read as strong as hits
SIAH1 antagonists – blockers of Siah-1 interaction with plectin peptide – biochemical, fluorescence polarization, rhodamine-plectin, uHTS, primary screen (AID 1817); Siah-1 / rhodamine-plectin peptide fluorescence polarization; higher % means a stronger effect; displacement, % at 20 µM; hits with a dose series show IC50 in µM; hit rate 0.02% among 290,000;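 active means displacement of at least 50% at 20 µM, with a fluorescence ratio check between 0.3 and a set limit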;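 further: plate controls were Siah plus tracer with DMSO for no effect and tracer alone without Siah for full effect; strong numbers were not always called active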
West Nile antiviral – West Nile virus antiviral activity, cell-based, CPE readout (AID 1621) | West Nile virus-infected cells, CPE inhibition; higher % means a stronger effect | one-dose CPE inhibition, % at 10 µM; IC50 in µM for titrated hits | hit rate 0.02% among 290,000; in the data active means a potency from the dose series; inconclusive means CPE inhibition mostly from about 3.7% at the one dose, without a potency; inactive means the rest, 99 in 100 with CPE inhibition below about 2.2%; further: strong numbers were not always called active
NTR1 agonist – agonists of NTR1, primary screen, imaging, U2OS cells, beta-arrestin-GFP, high content (AID 493036); NTR1-U2OS beta-arrestin-GFP spot imaging, agonist mode; activation, % at 20 µM; hit rate 0.17% among 330,000;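 active means activation at or above 40% of the spot to cytoplasm intensity ratio, with at least 20 cells analyzed; inconclusive means wells under 20 cells, flagged as cytotoxic or low count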;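 further: 0% = DMSO without peptide and 100% = 100 nM NTR1 peptide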
Target sequence (P30989 whole entry, looked up): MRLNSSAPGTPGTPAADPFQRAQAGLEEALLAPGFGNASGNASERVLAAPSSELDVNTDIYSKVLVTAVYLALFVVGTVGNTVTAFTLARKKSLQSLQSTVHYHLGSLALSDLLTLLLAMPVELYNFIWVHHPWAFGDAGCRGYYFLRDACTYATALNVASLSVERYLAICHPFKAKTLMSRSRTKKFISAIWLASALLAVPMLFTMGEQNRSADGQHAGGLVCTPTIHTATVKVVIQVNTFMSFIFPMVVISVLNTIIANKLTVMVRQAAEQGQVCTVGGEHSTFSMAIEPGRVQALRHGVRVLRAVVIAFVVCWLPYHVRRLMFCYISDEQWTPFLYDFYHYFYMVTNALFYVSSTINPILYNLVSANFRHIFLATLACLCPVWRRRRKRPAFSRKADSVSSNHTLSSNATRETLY
Large T inhibition – SV40 large T antigen inhibitors, biochemical (AID 1903); SV40 large T antigen ATPase/helicase inhibition assay; higher % means a stronger effect; inhibition, % at 20 µM; hits with a dose series show IC50 in µM; hit rate 0.39% among 310,000; in the data active means a potency from the dose series; inconclusive means inhibition mostly from about 32% at the one dose, without a potency; inactive means the rest, 99 in 100 with inhibition below about 32%; further: strong numbers were not always called active
NS5 inhibitors – Dengue-2 NS5 methyltransferase inhibitors, primary screen, biochemical, confirmation dose response (AID 588689); Dengue-2 NS5 methyltransferase capping enzyme assay, biochemical; higher % means a stronger effect; one-dose inhibition, % at 25 µM; IC50 in µM for titrated hits; hit rate 0.3% among 340,000; in the data active means a potency from the dose series; inconclusive means inhibition above about 29% without an active follow-up result
NTR1 agonist cell count 20 µM – further read-out of NTR1 agonist, marked with its call; cell count; measured here: cell count, cytotoxicity flag
* = called active by the depositor; i = inactive; ? = inconclusive; / = not tested or not shown; [ ] = another dose, or the depositor's remark.

SMILES	RSV CPE inhibition	UTI89 phage lysis	MgcRacGAP inhibition	AID2073	SIAH1 antagonists	West Nile antiviral	NTR1 agonist	NTR1 agonist cell count 20 µM	Large T inhibition	NS5 inhibitors
NC(=O)c1c(/N=C/c2cccs2)sc2c1CCCC2	6.9%	/	/	-9%	-1%	-0.1%	1.9	54	22%	/
CC(C(=O)NC1CCCc2ccccc21)N1CCN(Cc2ccc3c(c2)OCO3)CC1 (stereo unspecified)	-1.3%	0.1%	3%	2%	-3%	-0.3%	-1.3	77	25%	-5%
COC(=O)Nc1nc2ccc(Br)cc2s1	1.2%	-0.8%	7%	17%	16%	0.6%	0.7	42	7%	0%
COc1ccc(OC)c2c(C)cc(N3CCCN(C)CC3)nc12	-1.3%	2.2%	19%	5%	1%	-0.9%	1.8	50	13%	0%
O=C(C1CCCN(Cc2nc(-c3ccc(Cl)cc3)no2)C1)N1CCOCC1 (stereo unspecified)	2.7%	0.0%	2%	-2%	4%	-1.4%	-0.9	28	1%	-6%
CC1Cc2ccccc2N1C(=O)CSCC(=O)O (stereo unspecified)	1.1%	0.0%	1%	1%	4%	0.8%	-1.2	41	-2%	0%
CCOC(=O)C1(CCOc2ccccc2)CCN(Cc2cccs2)CC1	7.4%	0.3%	-3%	0%	15%	-1.4%	2.6	75	6%	0%
COc1ccc(CNC(=O)COC(=O)CCc2c[nH]c3ccccc23)cc1	-1.9%	-1.3%	-42%	-8%	10%	0.4%	1.2	51	-3%	-21%
Cc1ccc(-c2n[nH]c(=O)c3ccccc23)cc1S(=O)(=O)NCCN1CCOCC1	0.5%	i	4%	-5%	-2%	-0.4%	1.5	54	4%	0%
COc1ccccc1NC(=O)Nc1ccc2c(c1)OCCO2	9.9%	0.8%	1%	7%	2%	-0.3%	-1.2	87	-1%	6%
Cc1n[nH]c(=O)c2c(NC(=O)CSc3cc(Cl)ccc3Cl)oc(C)c12	0.8%	0.8%[50 µM]	3%	/	/	/	1.4	62	/	-5%
CCOC(=O)C1CCN(CC(O)COC(CC)c2ccccc2)CC1 (stereo unspecified)	-0.2%	0.0%	10%	-2%	1%	0.2%	0.6	64	5%	-4%
CCN(Cc1ccccc1)S(=O)(=O)c1ccc(S(=O)(=O)N2CCN(CCC#N)CC2)cc1	-0.4%	-1.3%	-2%	-3%	1%	-0.6%	-0.6	40	7%	-5%
O=C(OC1CSc2nc3ccccc3n2C1)c1ccco1 (stereo unspecified)	2.6%	1.2%	10%	-4%	0%	0.6%	-0.1	75	0%	-12%
Cc1[nH]c2ccccc2c1/C=N/NC(=O)c1cc(-c2ccccc2)n[nH]1	/	/	/	48%	-2%	0.9%	3.8	54	6%	/
COc1ccc(NC(=O)CCOc2ccccc2)cc1	0.1%	3.3%	13%	-6%	0%	-0.2%	-1.5	64	1%	0%
Cc1cc(C)c(NC(=O)CS(=O)CC(=O)Nc2ccc(N3CCOCC3)cc2)c(C)c1 (stereo unspecified)	1.6%	0.4%	7%	50%	-2%	-0.6%	-1.5	54	0%	-4%
CCOC(=O)Nc1sc(C)nc1-c1ccccc1	2.0%	1.4%	8%	1%	6%	-0.7%	-1.4	49	-2%	-3%
CC(=O)Nc1cc(NC(C)=O)c(CC(C)C)s1	1.1%	2.1%	4%	?	0%	0.0%	3.0	67	4%	-5%
Cc1cccc(N2CCN(c3ccc(C(N)=O)cc3[N+](=O)[O-])CC2)c1C	1.1%	-0.4%	5%	-14%	-3%	0.0%	1.1	39	10%	-10%
CSCCC(NC(=O)C12CC3CC(CC(C3)C1)C2)C(=O)OCC(=O)c1ccc(C)cc1 (stereo unspecified)	-0.2%	0.5%	2%	7%	6%	0.6%	1.4	96	16%	-3%
c1ccc(-n2ncc3c(NCC4CCCO4)ncnc32)cc1 (stereo unspecified)	1.8%	0.0%	11%	-4%	-10%	1.1%	-1.5	71	12%	-6%
COC(=O)c1ccc(/C=N\NC(=O)CC(=O)NCCc2ccccc2)cc1	1.8%	0.5%	1%	0%	8%	0.2%	1.7	96	22%	-3%
CC(=O)Oc1ccc(/C=C2/C(=O)N(c3ccccc3)N=C2C)cc1	0.5%	1.7%[50 µM]	25%	-10%	-3%	-0.3%	3.5	58	30%	56µM*
Cc1nn(CC(=O)NC(C)C(C)C)c(C)c1S(=O)(=O)N1CCCCC1 (stereo unspecified)	/	0.2%[50 µM]	-5%	/	/	/	0.3	45	/	-7%

Look-ups from the entries so far:
CC1Cc2ccccc2N1C(=O)CSCC(=O)O (stereo unspecified) | NTR1 agonist = -1.2
CC(=O)Oc1ccc(/C=C2/C(=O)N(c3ccccc3)N=C2C)cc1 | West Nile antiviral = -0.3%

The list goes on.
SMILES	RSV CPE inhibition	UTI89 phage lysis	MgcRacGAP inhibition	AID2073	SIAH1 antagonists	West Nile antiviral	NTR1 agonist	NTR1 agonist cell count 20 µM	Large T inhibition	NS5 inhibitors
COc1cnc(SCCC(F)=C(F)F)[nH]c1=O	2.4%	-1.4%	3%	-6%	23%	0.1%	1.1	37	30%	-7%
COc1cc(OC)c(N(C)S(=O)(=O)c2cccc(C(=O)NC3=NCCS3)c2)cc1Cl	6.6%	0.9%[50 µM]	2%	-2%	3%	0.3%	1.7	58	15%	-5%
CCc1cccc(OCC(=O)Nc2ccc(C)c(S(=O)(=O)N3CCCCCC3)c2)c1	0.5%	1.1%[50 µM]	3%	/	/	/	-0.7	52	3%	3%
C=CC[C@@H](CC(=O)N[C@@H](CO)Cc1ccccc1)C(=O)NCCOC(=O)[C@@H](CC=C)CC(=O)OC(C)(C)C	/	1.6%	4%	/	/	/	1.3	44	/	-1%
C[C@@H]1CN([C@@H](C)CO)C(=O)c2cc(NC(=O)Nc3ccc4c(c3)OCO4)ccc2O[C@H]1CN(C)S(=O)(=O)c1ccc(F)cc1	/	1.8%	1%	/	/	/	-2.1	45	/	-25%
CSc1ccc(CN(C)CC(=O)Nc2ccc(C)cc2Br)cc1	16%	4.9%	8%	2%	4%	-1.9%	4.0	54	6%	-1%
CCOC(=O)N1CCC(NC(=O)c2ccc3snnc3c2)CC1	1.4%	2.5%	6%	3%	1%	-0.1%	0.3	58	8%	2%
Cc1ccc(Cl)c2c1NC(=O)C2(O)CC(=O)c1ccc(F)cc1 (stereo unspecified)	0.1%	0.3%	9%	-2%	-4%	0.1%	0.2	41	15%	2%
O=C(NCc1ccncc1)C(=O)Nc1ccc2c(c1)OCO2	-0.5%	-0.1%	3%	-1%	-3%	1.0%	1.9	23	7%	-2%
CC(C)c1ccc2nc(SCC(=O)NCC3CCCO3)c(C#N)cc2c1 (stereo unspecified)	2.1%	0.3%	6%	9%	3%	-0.7%	3.2	51	10%	-20%
CCCCOc1ccc(NC(=O)[C@@H]2CCCN2C(=O)C2CCN(S(=O)(=O)c3ccc(C)cc3)CC2)cc1	1.1%	1.2%[50 µM]	4%	1%	6%	-1.9%	2.0	59	9%	-2%
COc1ccc(S(=O)(=O)N2CCCCC2)cc1NC(=O)C1CC1	-0.4%	0.6%[50 µM]	10%	/	/	/	-1.1	66	/	-3%
ClCC1=Nc2cccc3cccc(c23)N1	6.6%	/	/	-40%	-4%	0.1%	1.1	58	10µM*	/
O=C(N/N=C/c1cc(Br)c(O)c(Br)c1)C1CC1	0.0%	0.7%	7%	-8%	9%	0.4%	-0.7	47	14%	-3%
O=C(NC(=S)N1CCCc2ccccc21)c1ccc(Cl)cc1	1.6%	0.2%	17%	1%	-12%	-0.4%	/	/	12%	-5%
COC(=O)C1=C(C)NC(=S)NC1c1ccc(-c2ccccc2C(=O)OC)o1 (stereo unspecified)	12%	0.3%	7%	-3%	-2%	0.0%	2.4	63	37%	-5%
Cc1ccsc1CCNC(=O)C1CCC(=O)N(CCc2cccc(F)c2)C1 (stereo unspecified)	1.4%	1.0%[50 µM]	1%	3%	1%	-0.8%	1.3	35	3%	-1%
Cc1ccc(S(=O)(=O)Nc2ccc(-c3nc4cc(NS(=O)(=O)c5ccc(C)cc5)ccc4o3)cc2)cc1	/	/	/	33%	-1%	0.7%	/	/	0%	/
COc1cccc(CN(C)CC(=O)Nc2ccccc2C(=O)Nc2ccccc2)c1OC	2.6%	0.1%	7%	-12%	0%	0.1%	7.5	59	8%	-2%
Cc1nn(C)c(N)c1-c1ccccc1	3.6%	0.1%	6%	20%	-2%	0.0%	-0.5	69	8%	2%
Cc1nnc(NC(=O)CC(NC(=O)C(F)(F)F)c2ccccc2)s1 (stereo unspecified)	1.2%	-0.2%	-18%	12%	-1%	-0.2%	0.2	93	-1%	-6%
COCCN(C(=O)CCC(=O)Nc1ccccn1)C(C(=O)NCCC(C)C)c1ccc(F)cc1 (stereo unspecified)	0.9%	0.1%	3%	-5%	-5%	-0.1%	-1.4	44	9%	4%
c1ccc2c(c1)CCCN2Cc1nnnn1C1CCCC1	1.5%	0.1%	9%	8%	4%	-0.5%	-0.1	86	13%	-1%
N#CC(C#N)C(c1ccsc1)c1c(-c2ccccc2)[nH][nH]c1=O (stereo unspecified)	2.6%	0.4%	9%	1%	2%	0.0%	4.2	68	24%	1%
COc1ccc(OC)c(NC(=O)[C@H]2CC=CC[C@H]2C(=O)O)c1	0.9%	0.2%	6%	-10%	0%	0.5%	0.2	73	6%	3%

The results go on:
SMILES	RSV CPE inhibition	UTI89 phage lysis	MgcRacGAP inhibition	AID2073	SIAH1 antagonists	West Nile antiviral	NTR1 agonist	NTR1 agonist cell count 20 µM	Large T inhibition	NS5 inhibitors
CC(NCC1COc2ccccc2O1)C1COc2ccccc2O1 (stereo unspecified)	-0.3%	-0.1%	13%	5%	-1%	-0.4%	0.6	87	0%	2%
NC(=NC1CCCCC1)NS(=O)(=O)c1ccccc1	0.5%	-0.1%	7%	1%	11%	-0.6%	-1.0	85	4%	-5%
CSCCC(NC(=O)c1ccc([N+](=O)[O-])cc1Cl)C(=O)OCC(=O)NCCCc1ccccc1 (stereo unspecified)	0.6%	-0.9%	-7%	2%	2%	0.0%	3.1	65	10%	-1%
CSCCC(NC(=O)c1ccc([N+](=O)[O-])cc1Cl)C(=O)OCC(=O)NCC(F)(F)F (stereo unspecified)	2.6%	0.4%[50 µM]	8%	7%	1%	0.1%	1.9	70	4%	-3%
CCCCNC(=O)c1ccc(-n2c(=S)[nH]c3ccccc3c2=O)cc1	3.0%	0.1%	8%	-18%	4%	-0.2%	1.2	56	7%	-3%
O=C1CSC(c2ccccc2F)N1c1ccccc1F (stereo unspecified)	3.3%	0.0%	10%	3%	6%	-0.1%	0.4	65	10%	-10%
CCCCC(CC)CNC(=O)CN(C)S(=O)(=O)c1cccc2nsnc12 (stereo unspecified)	4.3%	1.0%	5%	10%	2%	-0.1%	1.1	79	12%	2%

Screening results (PubChem BioAssay)
